CD11b adhes enh = CD11b/CD18-fibrinogen binding enhancement; K562 CD11b/CD18 adhesion to fibrinogen, ATPlite luminescence; activation, % at 10 µM; 93,000 tested, 0.07% active;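 active = 10 µM primary screen giving 50% or more activity, confirmed by 40% or more on retest at that dose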; also: strong numbers were not always called active
Target sequence (P05107 whole entry, looked up, other chains not shown): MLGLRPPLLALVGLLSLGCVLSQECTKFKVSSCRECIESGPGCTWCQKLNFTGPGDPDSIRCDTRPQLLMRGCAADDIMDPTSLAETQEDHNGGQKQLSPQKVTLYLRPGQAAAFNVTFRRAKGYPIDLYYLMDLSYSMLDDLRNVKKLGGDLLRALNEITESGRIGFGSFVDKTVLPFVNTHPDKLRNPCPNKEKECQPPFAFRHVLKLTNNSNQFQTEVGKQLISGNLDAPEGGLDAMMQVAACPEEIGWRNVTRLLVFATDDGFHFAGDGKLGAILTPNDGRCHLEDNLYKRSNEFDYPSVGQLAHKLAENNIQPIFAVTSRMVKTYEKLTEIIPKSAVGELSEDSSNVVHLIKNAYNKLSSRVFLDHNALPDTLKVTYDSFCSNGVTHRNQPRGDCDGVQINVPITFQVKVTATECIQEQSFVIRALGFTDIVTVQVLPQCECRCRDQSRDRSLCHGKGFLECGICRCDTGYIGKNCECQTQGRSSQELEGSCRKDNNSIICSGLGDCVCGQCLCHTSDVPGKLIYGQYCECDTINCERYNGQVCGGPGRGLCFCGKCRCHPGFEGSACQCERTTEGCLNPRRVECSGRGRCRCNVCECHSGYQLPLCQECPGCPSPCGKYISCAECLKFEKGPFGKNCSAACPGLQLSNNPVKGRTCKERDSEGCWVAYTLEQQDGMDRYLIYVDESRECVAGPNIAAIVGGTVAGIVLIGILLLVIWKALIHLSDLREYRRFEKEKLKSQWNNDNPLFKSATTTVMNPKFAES
ERb SRC1 inh = blocks coactivator binding to human estrogen receptor beta; 86,000 tested, 1.3% active; Q92731; TR-FRET ER-beta LBD / SRC1-Cy5 peptide binding; receptor agonist-loaded with 1 µM estradiol; inhibition, % at 25.6 µM;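 active = compounds whose percent inhibition of the receptor-coactivator binding signal exceeds about 50% in the single-dose screen, limit read from the data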;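 also: 0% = receptor plus peptide wells without compound and 100% = peptide-only wells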
Fibroblast inh = blocks proliferation of human lung fibroblasts; viability, % at 10 µM; 85,000 tested, 1.1% active; AID 719; LL 47 human lung fibroblast viability, ATP luminescence; active compounds read low;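 active = viability at or below 50% in the single dose screen; inactive = viability above 50%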;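 also: compound exposure lasted 72 h before the ATP readout; 100% = median luminescence of untreated cell-only wells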
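Benchmarks: Cell-only wells, no compound | Test system: LL 47 human lung fibroblasts, passage 12 or lower | Input: 1,150 cells/well | Measured by: CellTiter-Glo luminescence measuring cellular ATP | Medium: IMEM, 15% FBS supplement | Schedule: Overnight attachment after seeding, then 72 h compound exposure at 37 °C | Doses: Compound addition at 0.1% DMSO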
H69AR inhibit = blocks growth of human H69AR lung tumor cells | H69AR lung tumor viability, ATP luminescence, 72 h; active compounds read low | viability, % at 10 µM | 85,000 tested, 6% active;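 active = viability at or below 40%; inactive = viability above 40%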;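 also: multidrug resistant small cell line overexpressing MRP-1 efflux transporter; 100% = mean luminescence of untreated control wells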
MT1-MMP txn act = activates MT1-MMP transcription; HT1080 MT1-MMP promoter luciferase reporter, luminescence, overnight; active compounds read high; activation factor at 10 µM; 86,000 tested, 0.16% active; AID 750;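 active = activation factor of at least 2 for MT1-MMP transcription at 10 µM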
ERa SRC1 pot = ER-alpha (human) coactivator binding potentiation; P03372; TR-FRET ERalpha-LBD/SRC-Cy5 coactivator binding, 2 h; 100 = basal binding, no effect; coactivator binding (% of control), % at 25.6 µM; 86,000 tested, 1.3% active; AID 639; in the data active = activity above about 200%;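 also: binding measured in presence of low estradiol as agonist stimulus; 0% = peptide alone without receptor and 100% = receptor with peptide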
ERa SRC1 inh = ER-alpha (human) coactivator binding inhibition; P03372; TR-FRET ER-alpha LBD / SRC-1 peptide, estradiol-bound; inhibition, % at 25.6 µM; 86,000 tested, 1.7% active; AID 629; in the data active = inhibition above about 50%;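 also: 0% = receptor plus peptide control and 100% = peptide only without receptor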
Smad3 inh = blocks human Smad3 binding to FoxH1 peptide; inhibition, % at 25 µM; 88,000 tested, 0.29% active; TR-FRET Smad3/Dy647-FoxH1 peptide binding, europium anti-His; P84022;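 active = compounds that reduce the energy-transfer binding signal between the protein and its labelled peptide by more than half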;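 also: 0% = Smad3 plus labelled peptide maximal FRET and 100% = peptide-only background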
HUVEC inhibit = inhibitors of human endothelial cell proliferation | HUVEC proliferation, CellTiter-Glo luminescence, 72 h; active compounds read low | 86,000 tested, 1.1% active | viability, % at 10 µM (by protocol) | AID 648;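 active = viability at or below 30%; inactive = viability above 30%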;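 also: 100% = median luminescence of DMSO-only cell control wells on each plate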
Active calls of the source: *; . = not tested or not shown; [ ] = another dose, or the depositor's remark.

SMILES | CD11b adhes enh | ERb SRC1 inh | Fibroblast inh | H69AR inhibit | MT1-MMP txn act | ERa SRC1 pot | ERa SRC1 inh | Smad3 inh | HUVEC inhibit
O=C(OCC(=O)N1CCN(C(=O)c2ccco2)CC1)c1cc(-c2ccc(Cl)c(Cl)c2Cl)nc2ccccc12 | 42 | 15 | 104 | 0.9* | 1 | 121 | 38 | 24 | 6.3*
CCCn1c(CN2CCCCC2CC)nc2c1c(=O)n(C)c(=O)n2C (centres undefined) | -3 | -5 | 99 | 91 | 1 | 82 | -5 | -8 | 108
CO/N=C(\Cn1ncc(NC2CCCCC2)c(Br)c1=O)c1ccc(Cl)cc1 | -4 | 3 | 97 | 57 | . | 93 | 6 | 6 | 79
CC1CN(C(=O)c2ccc(C(=O)c3ccccc3)cc2)CC(C)O1 (centres undefined) | -3 | 3 | 100 | 99 | 1.1 | 106 | 18[fluorescence artefact?] | -4 | 97
CCOC(=O)c1sc2nc(CC(=O)OC)nc(N3CCN(c4ccc(OC)cc4)CC3)c2c1C | -5 | -6 | 95 | 89 | 1.3 | 114 | 7 | 7 | 96
O=C(CCC(=O)N(c1ccc(F)cc1)C(C(=O)NC1CCCC1)c1ccncc1)Nc1cccnc1 (centres undefined) | . | 3 | 91 | 72 | 1.1 | 116 | -4 | -7 | 87
CCCc1cc(=O)[nH]c(Nc2ccc(OC)c(Cl)c2)n1 | 1 | -12[fluorescence artefact?] | 98 | 54 | 1.1 | 97 | -24 | 7 | 93
CCCN1C2CCCC1CC(NC(=O)C1CCCCC1)C2 (centres undefined) | . | -4 | 105 | 95 | 1.1 | 115 | -1 | -3 | 113
O=C1N=C(N2CCCC2)S/C1=C\c1cccc(Br)c1 | 4 | -1 | 87 | 37* | 1.3 | 87[fluorescence artefact?] | -4 | 1 | 96
CN(C)c1nc(OCCNC(=O)COc2ccc(Cl)cc2Cl)nc(N(C)C)n1 | -3 | -1 | 92 | 80 | 1.2 | 89 | 1 | 2 | 96
Cc1ccc(-c2nn3nnnc3c3ccccc23)cc1 | -2 | 8[fluorescence artefact?] | 86 | 78 | 1.2 | 158[fluorescence artefact?] | 0 | -1 | 97
CCCCCCSc1nnc(-c2cnn(-c3ccccc3)c2-n2cccc2)n1C | 0 | -4 | 100 | 73 | 1.3 | 78 | 4 | 8 | 111
CCCn1c(Nc2ccccc2)nc2ccccc21 | -1 | 5[fluorescence artefact?] | 100 | 96 | 1.1 | 111 | 5 | 9 | 97
COc1ccc(/C(O)=C/C(=O)C(=O)NNC(=O)C(O)(c2ccccc2)c2ccccc2)cc1 | -2 | 8 | 99 | 83 | 1.1 | 95[fluorescence artefact?] | 0 | 8 | 104
CCOC(=O)c1cc(C)sc1N1C(=O)C2C3C=CC(C3)C2C1=O (centres undefined) | -10 | 20 | 101 | 100 | 1.1 | 77[fluorescence artefact?] | 10 | -33 | 52
Cc1ccc(O/C=C2\OC(=O)c3ccccc32)cc1 | . | 2[fluorescence artefact?] | 102 | 90 | 1.2 | 108 | 5 | -6 | 98
CCc1ccc(NC(=O)CCS(=O)(=O)c2cccc3nsnc23)cc1 | -1 | -12 | 91 | 65 | 1.1 | 90 | -7 | 4 | 107
COc1cccc2sc(=NC(=O)c3ccc(S(=O)(=O)N4CCOCC4)cc3)n(C)c12 | . | 11[fluorescence artefact?] | 90 | 70 | 0.9 | 161[fluorescence artefact?] | 6[fluorescence artefact?] | 16[fluorescence artefact?] | 104
COc1ccc(C2C(C(=O)Nc3cccnc3)=C(C)Nc3nc(-c4cccs4)nn32)cc1 (centres undefined) | . | -5 | 94 | 98 | 1.1 | 100 | -25 | 8 | 86
COc1ccc(N2C(=O)C3CCCN3C2c2cccc(C)c2)cc1 (centres undefined) | 7 | -9[fluorescence artefact?] | 92 | 94 | 1 | 135 | -7 | 1 | 96
CCc1nn(-c2ccccc2)c2c1-c1cc(OC)c(OC)cc1C1(N2)C(=O)Nc2ccccc21 (centres undefined) | 20 | 12[fluorescence artefact?] | 95 | 78 | 1.1 | 82 | 16 | 7 | 80
CCOCCCNS(=O)(=O)c1cc(Br)cc2c1N(C(=O)C1CC1)CC2 | -6 | 2[fluorescence artefact?] | 106 | 87 | 1.1 | 96 | 8[fluorescence artefact?] | 7 | 105
COc1ccccc1C1C(C#N)=C(N)N(c2cccnc2)C2=C1C(=O)CC(C)(C)C2 (centres undefined) | . | 3[fluorescence artefact?] | 106 | 62 | 1.1 | 88[fluorescence artefact?] | 0 | -19 | 80
O=C(CC1Nc2ccccc2NC1=O)NCCCN1CCCCCC1 (centres undefined) | -1 | 20[fluorescence artefact?] | 92 | 84 | 1.2 | 105[fluorescence artefact?] | 41[fluorescence artefact?] | 4 | 91
O=C(COc1ccc(S(=O)(=O)NC2CCCCC2)cc1)NCc1cccnc1 | 2 | 0 | 98 | 105 | 1.1 | 100 | -8 | 9 | 92
COc1ccc(NC(=O)CN(c2cccc(C(F)(F)F)c2)S(C)(=O)=O)cc1OC | -2 | 3[fluorescence artefact?] | 102 | 94 | 1.1 | 106 | 4[fluorescence artefact?] | 4 | 107
O=C(CSc1nnc(CNc2ccc(F)cc2)o1)N1CCN(C(=O)c2ccco2)CC1 | -1 | -2 | 101 | 89 | 1.2 | 110 | -8 | 7[fluorescence artefact?] | 103
CC(Oc1ccc2c(-c3ccccc3)cc(=O)oc2c1)C(=O)O (centres undefined) | 0 | 7 | 103 | 96 | 1.2 | 114 | -2 | 2 | 92
COC(=O)c1sccc1NC(=O)c1ccc(Cl)s1 | 0 | -5[fluorescence artefact?] | 85 | 56 | 1.3 | 148 | 0[fluorescence artefact?] | 13[fluorescence artefact?] | 78
O=C(CSc1n[nH]c(=O)n1C1CC1)Nc1cc(Cl)ccc1Oc1ccccc1 | -2 | 2[fluorescence artefact?] | 101 | 62 | 1.3 | 100 | 2 | 4 | 78
Cc1c(C(=O)NC2CCCc3ccccc32)oc2ccc(S(=O)(=O)N3CCCC3)cc12 (centres undefined) | -2 | -15 | 65 | 35* | 1.3 | 111[fluorescence artefact?] | 4 | 8 | 51
Cc1nc2ccc(S(=O)(=O)NC(C(=O)NCc3ccc4c(c3)OCO4)C(C)C)cc2s1 (centres undefined) | 2 | 2 | 95 | 99 | . | 121 | -5 | 6 | 104
CCOc1cc(C)nc(NCc2ccccc2)n1 | -3 | -18 | 78 | 52 | 1.2 | 98 | -2 | 9 | 52
COCCn1c(SCC(=O)Nc2ccc(NC(=O)c3ccco3)c(OC)c2)nc2ccccc2c1=O | 0 | 25 | 93 | 31* | 1 | 160 | 29 | -10 | 32
CCCC1(C(=O)OC)NC(c2cccc(F)c2)C2C(=O)N(CC)C(=O)C21 (centres undefined) | -3 | 2 | 88 | 85 | 1.1 | 112 | -16 | 4 | 94
CN1c2ccccc2N(C)C1c1c(O)ccc2ccccc12 | . | -24 | 92 | 83 | 1.1 | 105 | -33 | -12 | 97
COc1ccc(CN2CCN(C(=O)c3ccco3)CC2)cc1OCc1ccccc1 | 2 | -15 | 100 | 97 | 1.2 | 115 | -15 | 3 | 100
O=c1[nH]c(CN2CCCCC2)nc2c1C1(CCCCC1)Cc1ccccc1-2 | 0 | -7 | 82 | 75 | 1 | 101 | -3 | 6[fluorescence artefact?] | 95
Cc1cccc(CC2CC(=O)N(c3ccccc3)C2=O)c1 (centres undefined) | 3 | -13 | 92 | 90 | 1.2 | 98 | -31 | 13 | 87
CN(C)S(=O)(=O)N1CCC(c2ccc(F)cc2)C(COc2ccc3c(c2)OCO3)C1 (centres undefined) | -2 | 2 | 94 | 89 | 1.3 | 115 | -2 | -3 | 96

A stretch of the results above, for reference:
SMILES | CD11b adhes enh | ERb SRC1 inh | Fibroblast inh | H69AR inhibit | MT1-MMP txn act | ERa SRC1 pot | ERa SRC1 inh | Smad3 inh | HUVEC inhibit
CCOCCCNS(=O)(=O)c1cc(Br)cc2c1N(C(=O)C1CC1)CC2 | -6 | 2[fluorescence artefact?] | 106 | 87 | 1.1 | 96 | 8[fluorescence artefact?] | 7 | 105
COc1ccccc1C1C(C#N)=C(N)N(c2cccnc2)C2=C1C(=O)CC(C)(C)C2 (centres undefined) | . | 3[fluorescence artefact?] | 106 | 62 | 1.1 | 88[fluorescence artefact?] | 0 | -19 | 80
O=C(CC1Nc2ccccc2NC1=O)NCCCN1CCCCCC1 (centres undefined) | -1 | 20[fluorescence artefact?] | 92 | 84 | 1.2 | 105[fluorescence artefact?] | 41[fluorescence artefact?] | 4 | 91
O=C(COc1ccc(S(=O)(=O)NC2CCCCC2)cc1)NCc1cccnc1 | 2 | 0 | 98 | 105 | 1.1 | 100 | -8 | 9 | 92
COc1ccc(NC(=O)CN(c2cccc(C(F)(F)F)c2)S(C)(=O)=O)cc1OC | -2 | 3[fluorescence artefact?] | 102 | 94 | 1.1 | 106 | 4[fluorescence artefact?] | 4 | 107
O=C(CSc1nnc(CNc2ccc(F)cc2)o1)N1CCN(C(=O)c2ccco2)CC1 | -1 | -2 | 101 | 89 | 1.2 | 110 | -8 | 7[fluorescence artefact?] | 103
CC(Oc1ccc2c(-c3ccccc3)cc(=O)oc2c1)C(=O)O (centres undefined) | 0 | 7 | 103 | 96 | 1.2 | 114 | -2 | 2 | 92
COC(=O)c1sccc1NC(=O)c1ccc(Cl)s1 | 0 | -5[fluorescence artefact?] | 85 | 56 | 1.3 | 148 | 0[fluorescence artefact?] | 13[fluorescence artefact?] | 78
O=C(CSc1n[nH]c(=O)n1C1CC1)Nc1cc(Cl)ccc1Oc1ccccc1 | -2 | 2[fluorescence artefact?] | 101 | 62 | 1.3 | 100 | 2 | 4 | 78
Cc1c(C(=O)NC2CCCc3ccccc32)oc2ccc(S(=O)(=O)N3CCCC3)cc12 (centres undefined) | -2 | -15 | 65 | 35* | 1.3 | 111[fluorescence artefact?] | 4 | 8 | 51
Cc1nc2ccc(S(=O)(=O)NC(C(=O)NCc3ccc4c(c3)OCO4)C(C)C)cc2s1 (centres undefined) | 2 | 2 | 95 | 99 | . | 121 | -5 | 6 | 104
CCOc1cc(C)nc(NCc2ccccc2)n1 | -3 | -18 | 78 | 52 | 1.2 | 98 | -2 | 9 | 52

(listing goes on)
SMILES | CD11b adhes enh | ERb SRC1 inh | Fibroblast inh | H69AR inhibit | MT1-MMP txn act | ERa SRC1 pot | ERa SRC1 inh | Smad3 inh | HUVEC inhibit
Cc1ccc(N(C(=O)CNC(=O)c2ccco2)C(C(=O)NC2CCCC2)c2cccnc2)cc1C (centres undefined) | 3 | 19 | 95 | 93 | 1 | 108 | 0 | -6 | 99
CCc1nc2ccccc2n1CC(O)COc1ccc(NC(C)=O)cc1 (centres undefined) | . | 12 | 97 | 96 | 1.1 | 101 | -19 | 9 | 87
CCC(C)n1c(=O)c(C(=O)Nc2ccccc2S(N)(=O)=O)c(O)c2ccccc21 (centres undefined) | -2 | 29[fluorescence artefact?] | 102 | 27* | 1.1 | 208* | 35[fluorescence artefact?] | 4[fluorescence artefact?] | 69
CCCCc1cc2c(c(NC(=O)CC)n1)c(=O)oc1ccccc12 | 4 | 40[fluorescence artefact?] | 91 | 99 | 1.1 | 121 | 62*[fluorescence artefact?] | -4 | 98
Cc1cc(C(=O)CSc2nc3ccccc3[nH]2)c(C)n1CC1CCCO1 (centres undefined) | . | 0[fluorescence artefact?] | 102 | 74 | . | 110 | 3 | 2 | 69

Source: PubChem (several laboratories)

These rows are one share of the data; rates above refer to the full screens.
